VP16 counter = VP16 counterscreen qHTS for inhibitors of ROR gamma transcriptional activity | Drosophila S2 Gal4-VP16 UAS-luciferase, luminescence, 20 h | hit rate 3.5% among 310,000 | AID 2546, 2010 | Potency, µM (top dose mostly 53.6 µM), inactives show at the top dose activity, negative = inhibition, actives largely listed as inhibitors;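 note: Gal4-VP16 expression switched on by copper sulfate through the metallothionein promoter; % is set by controls: 0 for no effect and ±100 for the full control effect; nearly all actives have a fitted effect of over 50% in size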
NPC1 promoter act = qHTS Assay for NPC1 Promoter Activators. Potency, µM (titrated, usually from 9.22 µM), for inactives: top-dose activation, most hits filed as activators. hit rate 2.4% among 320,000. Huh7 NPC1 promoter luciferase reporter, 24 h;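 note: % of control where 0% means no effect; nearly all actives have a fitted effect of over 60% in size; reporter is driven by a mutant NPC1 promoter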
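Readout is luciferase luminescence, reflecting NPC1 promoter activation in stably transfected Huh7 cells after 24 h compound exposure at 37 °C in reduced-serum medium with 10% FBS.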
MBNL1 CUG block = qHTS Assay for Inhibitors of MBNL1-poly(CUG) RNA binding. AID 2675, 2010. Potency, µM (doses to about 57.5 µM), inactives show top-dose activity change, negative = inhibition, actives largely listed as inhibitors. hit rate 0.036% among 280,000. TR-FRET MBNL1-His/biotin-(CUG)12 binding, 665/545 ratio; active = well fitted inhibition curve with a large enough effect in the signal ratio, with a control signal flat, not every such curve was filed as active; inconclusive = small, poorly fitted or top-dose-only effect, or effect the other way, or a change in a side signal; inactive = no such curve, though single readings can be large or run the other way; the % refers to the signal ratio; note: % is set by controls: 0 for no effect and ±100 for the full control effect
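His-tagged MBNL1 binding to biotinylated (CUG)12 RNA was measured by TR-FRET using terbium anti-His antibody (0.055 ng/ul final) and streptavidin-XL665 (5 nM final). Compounds were titrated 92 nM to 58 uM; 60 min at room temperature.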
uPA generation = qHTS for Inhibitors of Cell Surface uPA Generation; cell surface uPA generation assay, qHTS; Potency, µM (series often up to 38.3 µM), inactives show at the top dose activity change, negative = inhibition, actives largely listed as inhibitors; hit rate 0.31% among 330,000; active = well fitted inhibition curve with a large enough effect; inconclusive = small, poorly fitted or top-dose-only effect; inactive = no such curve, though single readings can be large or run the other way; tested in mouse RAW 264.7 cells; note: % is set by controls: 0 for no effect and ±100 for the full control effect; nearly all actives have a fitted effect of over 55% in size
RORgamma inh = qHTS for inhibitors of ROR gamma transcriptional activity | AID 2551, 2010 | hit rate 5.4% among 310,000 | Nuclear receptor ROR-gamma (Mus musculus), P51450 | Drosophila S2 Gal4-RORgamma UAS-luciferase reporter, 20 h | Potency, µM (titrated, usually from 53.6 µM), for the others: at the highest dose activity change, negative = inhibition, actives largely listed as inhibitors; note: % is set by controls: 0 for no effect and ±100 for the full control effect; nearly all actives have a fitted effect of over 60% in size
Target sequence (P51450 whole entry, looked up, the tested form may be a part): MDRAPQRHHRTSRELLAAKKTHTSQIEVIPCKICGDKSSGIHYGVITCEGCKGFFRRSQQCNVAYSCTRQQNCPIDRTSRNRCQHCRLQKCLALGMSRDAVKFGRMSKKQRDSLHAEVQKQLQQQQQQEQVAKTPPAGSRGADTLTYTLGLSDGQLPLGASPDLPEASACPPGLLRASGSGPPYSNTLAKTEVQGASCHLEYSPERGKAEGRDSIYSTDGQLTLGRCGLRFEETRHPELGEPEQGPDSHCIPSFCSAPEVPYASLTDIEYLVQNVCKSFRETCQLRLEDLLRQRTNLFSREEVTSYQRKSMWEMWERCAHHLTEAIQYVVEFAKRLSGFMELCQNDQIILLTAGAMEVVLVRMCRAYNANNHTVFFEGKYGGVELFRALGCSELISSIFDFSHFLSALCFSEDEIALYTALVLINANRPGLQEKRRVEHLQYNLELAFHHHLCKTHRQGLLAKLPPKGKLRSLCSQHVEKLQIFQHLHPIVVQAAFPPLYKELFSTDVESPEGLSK
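Using a luciferase readout, inhibitors were identified by reduced reporter activity in Drosophila cells coexpressing a copper-inducible Gal4–ROR gamma fusion and UAS-driven Photinus luciferase, incubated 20 hr after 700 uM copper sulfate.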
BRCA1 expr act = qHTS Assay to Identify Small Molecule Activators of BRCA1 Expression. AID 624202, 2012. MCF7-BRCA1-FFLuc reporter, luminescence, 48 h; response scale: scaled: vehicle 0%, 10 µM genistein 100%. Potency, µM (titrated, usually from 46.1 µM), for the others: at the top dose activation, actives largely listed as activators. hit rate 1.1% among 380,000; note: nearly all actives have a fitted effect of over 80% in size; some results filed as inactive show a strong effect at the top dose
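MCF7 cells carrying a BRCA1-firefly luciferase reporter (2000 cells/well, phenol-red free MEM) were attached for 2 h at 37 °C, then given compounds for 48 h. Luminescence was read 15 min after luciferase reagent; activity normalized to genistein (10 microM) and DMSO.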
p53 reactivation = qHTS assay for re-activators of p53 using a Luc reporter; Potency, µM (titrated, usually from 92.2 µM), without a hit: top-dose activity change, positive = activation, actives largely listed as activators; hit rate 0.063% among 320,000; AID 504706, 2011; H1299 p53-A138V BP100-luciferase reporter, luminescence, 24 h; note: % of control where 0% means no effect; nearly all actives have a fitted effect of over 45% in size
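H1299 (p53-null), stable ts p53-A138V + BP100-Luc; 1000 cells/well, Opti-MEM/10% FBS; cpd 4 pt, 1:5; 24 h, 37 deg C, 5% CO2; detection reagent 10 min RT; luminescence.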
FLuc counter = qHTS profiling assay for firefly luciferase inhibitor/activator using purifed enzyme and Km concentrations of substrates (counterscreen for miR-21 project) | purified FLuc, Km substrates, luminescence inhibition | Potency, µM (titrated, usually from 57.5 µM), inactives show at the highest dose activity change, negative = inhibition, usual class: inhibitors | hit rate 6.9% among 360,000 | AID 588342, 2011;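 note: plate controls were vehicle for no effect and reference inhibitor for full effect; nearly all actives have a fitted effect of over 55% in size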
Target sequence (P08659 whole entry, looked up): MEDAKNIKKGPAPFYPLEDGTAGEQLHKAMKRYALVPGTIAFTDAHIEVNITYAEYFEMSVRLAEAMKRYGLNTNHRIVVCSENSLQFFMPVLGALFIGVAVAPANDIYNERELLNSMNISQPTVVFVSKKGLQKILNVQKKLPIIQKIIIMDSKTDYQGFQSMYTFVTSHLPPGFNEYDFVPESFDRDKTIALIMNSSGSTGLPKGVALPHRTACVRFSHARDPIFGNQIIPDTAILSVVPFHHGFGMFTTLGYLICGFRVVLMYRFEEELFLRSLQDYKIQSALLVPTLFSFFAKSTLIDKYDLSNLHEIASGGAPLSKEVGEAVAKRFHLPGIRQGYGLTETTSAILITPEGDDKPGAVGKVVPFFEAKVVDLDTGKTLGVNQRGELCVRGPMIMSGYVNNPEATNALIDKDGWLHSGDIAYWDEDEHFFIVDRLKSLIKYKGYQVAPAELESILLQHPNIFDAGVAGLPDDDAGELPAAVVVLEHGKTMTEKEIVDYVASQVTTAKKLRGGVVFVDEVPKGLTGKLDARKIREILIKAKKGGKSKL
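Purified P. pyralis luciferase, 10 nM final, with Km-level 10 uM D-luciferin and 10 uM ATP in 50 mM Tris acetate pH 7.5, 10 mM Mg acetate, 0.01% Tween-20, 0.05% BSA; 6-point qHTS titration about 60 µM downward; luminescence read.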
ELG1 genotoxic = qHTS screen for small molecules that induce genotoxicity in human embryonic kidney (HEK293T) cells expressing luciferase-tagged ELG1. Potency, µM (titrated, usually from 46 µM), inactives show at the top dose activity change, positive = activation, hits mostly activators. hit rate 1.3% among 330,000. HEK293T ELG1-luciferase reporter, luminescence, 16 h; note: % of control where 0% means no effect; nearly all actives have a fitted effect of over 60% in size
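After overnight (16 hr) compound treatment at 37 °C, ELG1-luciferase HEK293T cells were lysed with ONE-Glo; luminescence quantified 30 min later at room temperature.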
Rab9 prom act = qHTS Assay for Rab9 Promoter Activators | Huh7 Rab9 promoter-luciferase reporter, luminescence, 24 h | Potency, µM (highest dose often 9.22 µM), for the others: at the highest dose activation, negative = inhibition, usual class: activators | hit rate 2.8% among 320,000; note: % of control where 0% means no effect; nearly all actives have a fitted effect of over 60% in size
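Promoter activation is measured as luciferase luminescence in Huh7 cells stably transfected with a Rab9 promoter–luciferase construct, following 24 h compound exposure at 37 °C and 10 min reagent incubation at ambient temperature.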
Active calls of the source: *; u = inconclusive; x = not tested or not shown; [ ] = dose if it differs, or a comment. Unless noted, calls come from the whole dose curve; as a rule, active = well fitted curve in the direction sought with a large enough effect; inconclusive = small, poorly fitted or top-dose-only effect, or another doubt; inactive = no such curve, though single readings can be large; an effect the other way counts as inactive or inconclusive. Potency is the fitted concentration of half-maximal effect.

SMILES	ELG1 genotoxic	NPC1 promoter act	FLuc counter	RORgamma inh	Rab9 prom act	MBNL1 CUG block	VP16 counter	uPA generation	BRCA1 expr act	p53 reactivation
Cc1cccc(NC(=O)CSCC(=O)N2CCCc3ccccc32)c1	-1%	1%	1%	x	1%	x	x	-11%	-7%	5%
CCC1(C)Cc2[nH]c(=O)c(C#N)cc2CO1 (stereo not given)	0%	-2%	-1%	2%	-6%	2%	-2%	0%	-13%	1%
CCN(CC)c1ccc(S(=O)(=O)N2CCOCC2)cc1NC(=O)CN1CCc2ccccc2C1	-11%	-2%	6%	3.2µM*	18%	-4%	-17%[10 µM]	11%	-67%	-2%
CCSc1nnc(NC(=O)c2csc(C)c2)s1	u	2.8µM*	-17%	30%	2.2µM*	-6%	8%	x	5µM*	u
O=C(Nc1ccc(N2CCOCC2)cc1)C1CC(=O)N(c2ccc(F)cc2)C1 (stereo not given)	-11%	1%	0%	-1%	12%	11%	3%	3%	0%	-1%
Cc1onc(-c2ccccc2Cl)c1C(=O)N1CCOC12CCN(c1cccc(F)n1)CC2	-10%	-5%	-1%	-4%	2%	-10%	7%	2%	-2%	-1%
O=C1CSc2ccc(S(=O)(=O)NCc3ccc(F)cc3)cc2N1	-6%	-1%	1%	16%	5%	-11%	5%	13%	-30%	-3%
CC(CN1CCOCC1)(NS(=O)(=O)c1ccccc1)c1ccccc1 (stereo not given)	0%	0%	0%	u	-11%	-8%	-1%	6%	5%	-11%
COc1ccccc1C(=O)N(Cc1nc(-c2ccc(Cl)cc2)no1)C(C)C	-13%	0%	0%	15%	-1%	-7%	6%	-6%	-36%	-6%
CCS(=O)(=O)N1Cc2ccccc2CC1C(=O)Nc1ccc(F)cc1 (stereo not given)	6%	1%	-20%	12%	17%	0%	-9%	9%	29%	2%
O=C1CCCN1C(=O)CSc1ncnc2sccc12	0%	1%	u	x	-4%	x	x	1%	-4%	0%
COc1ccc(S(=O)(=O)n2nc(-c3ccc(Cl)cc3)cc2N)cc1	-7%	-4%	5%	-1%	-3%	1%	-4%	-20%	-11%	0%
CCO[C@H]1OC(C(=O)NCc2nc3ccccc3[nH]2)=C[C@@H](C2CCCCC2)[C@@H]1CCCO	-5%	1%	0%	32%	-2%	22%	4%	-13%	-43%	1%
C=CCNC(=O)C(=O)Nc1cc2c3c(c1)CCC(=O)N3CCC2	15%	-3%	-1%	-12%	-2%	-4%	7%	12%	-38%	-2%
COC(=O)c1ccsc1NC(=O)CN1C(=O)CCC1=O	0%	-4%	1%	2%	-2%	-2%	-3%	16%	54%	1%
O=C1CN(C(=O)c2cc3ccccc3o2)c2ccccc2N1	13%	3%	u	42%	16%	u	u	-2%	10%	9%
Cc1ccc(C(=O)N2C(=S)C(c3ccc(F)cc3)=NC23CCN(C)CC3)cc1	2%	-3%	5%	75%	1%	-4%	u	-6%	-56%	2%
Brc1ccccc1C1N=C(c2ccccc2)NO1 (stereo not given)	u	4µM*	19µM*	2%	u	8%	-7%	4%	43%	u
CN(C)S(=O)(=O)c1cccc(NC(=S)NCc2ccco2)c1	-10%	1%	-4%	-43%	-1%	2%	-14%	6%	-13%	-6%
Cc1c(Cl)c([N+](=O)[O-])nn1CC(=O)NCCCN1CCOCC1	-2%	-3%	1%	5%	-3%	21%	11%	2%	4%	-2%
COc1ccccc1CNC(=O)CSc1nc(N)c(C#N)c(-c2cccs2)c1C#N	-15%	3%	1%	27%	2%	77%[activator]	-25%	-5%	-52%	-5%
CCN(CC)C(=O)Cn1nnc(-c2ccc(C)o2)n1	1%	-4%	0%	-10%	2%	3%	0%	0%	13%	16%
CCC(=O)Nn1c(C2CCC2)nc2ccccc2c1=O	-5%	0%	0%	19%	7%	-3%	2%	-2%	7%	25%
CCCc1cc(=O)oc2c(C)c(OC(C)C(=O)NCCN3CCOCC3)ccc12 (stereo not given)	-2%	-5%	0%	-18%	-2%	2%	-2%	-5%	-2%	-15%
CCOc1ccc(-c2nnc(Nc3ccc(OC)c(C(=O)N4CCCCC4)c3)c3ccccc23)cc1	-9%	1%	0%	u	-7%	42%[activator]	-30%	25%	-7%	2%
O=c1[nH]c2ccc(Br)cc2c(-c2ccccc2)c1N1CCOCC1	-29%	0%	6%	26%	-1%	-2%	-15%	6%	47%	2%
COc1ccc(OC)c(/C=C2\Oc3cc(OCC(=O)N4CCC(C(=O)O)CC4)ccc3C2=O)c1	0%	-4%	-19%	10%	-17%	u	-8%	7%	32%	7%
COC(=O)c1sc(NC(=O)c2cc3c(s2)CCCC3)nc1C	1.2µM*	28%	2.4µM*	1.8µM*	4%[1.84 µM]	50%[activator]	u	x	12%	-7%
COC(=O)c1sccc1NC(=O)Nc1ccc(F)cc1	11%	1%	8.5µM*	u	0%	9%	24%	8%	-24%	5%
CCSc1nnc(NC(=O)C2CC2c2ccccc2)s1 (stereo not given)	17%	4%	1%	u	1%	-5%	u	-1%	-50%	-7%
COc1nc(NCCC2=CCCCC2)nc(OC)n1	0%	0%	2%	-2%	u	-1%	5%	-2%	2%	15%
CCc1cc2c(=O)n(Cc3ccccc3)c(SC3CCOC3=O)nc2s1 (stereo not given)	0%	-2%	-7%	11%	2%	8%	4%	-3%	-8%	-2%
O=C(O)C1CCCCC1C(=O)N1CCCC1 (stereo not given)	2%	0%	-1%	-7%	-2%	-1%	-5%	0%	-21%	-3%
CC1Cc2ccccc2N1S(=O)(=O)c1cccc(C(=O)NCC(c2ccco2)N2CCCC2)c1 (stereo not given)	-3%	-4%	-1%	x	-2%	x	x	-85%	-11%	1%
O=C(NCCCN1CCCC1=O)C1CCN(S(=O)(=O)c2cc(C(F)(F)F)ccc2Cl)CC1	0%	-2%	-1%	x	2%	x	x	-10%	-6%	1%
O=C(NC(NC(=S)N1CCOCC1)C(Cl)(Cl)Cl)c1cccc2ccccc12 (stereo not given)	0%	-3%	-1%	15%[10 µM]	-4%	x	-1%	19%	-20%	-1%
COc1ccc(Cl)cc1N1C(=O)/C(=C\c2sccc2C)N=C1SCC(=O)NC1CC1	-2%	7%	3%	u	-4%	20%	-2%	x	-70%	-1%
CSC(=CC(=O)c1ccccc1)SC	6%	12%	u	29%	0%	u	-16%	-16%	13%	0%
O=C(Nc1ccc(-c2ccc3nncn3n2)cc1)C1CCCCC1	u	-12%	27µM*	0%	1%	u	3%	0%	13%	16%
O=S(=O)(Nc1ccc2c(c1)OCCO2)c1cccc2cccnc12	-1%	0%	-1%	-19%	0%	-2%	-4%	-2%	-11%	9%
CSc1nc(C)c2c(n1)N(c1ccc(F)cc1)CC2	1%	-4%	4%	-15%	0%	u	5%	-1%	3%	-4%
CSCC[C@H](NC(=O)N1CCn2c1nc1ccccc12)C(=O)NC1CCCCC1	0%	0%	-1%	0%	0%	-4%	1%	-2%	-2%	31%
CCOc1ccccc1NC(=O)CSc1ccc(-c2ccco2)nn1	-7%	6%	u	-8%	0%	8%	12%	2%	-28%	-2%
N#Cc1ccc(CN(c2ccncc2)S(=O)(=O)c2ccccc2)cc1	-2%	0%	2%	-17%	-2%	-18%	3%	-1%	-23%	-4%
Cc1c(CCC(=O)O)c(=O)oc2cc(O)ccc12	1%	1%	-1%	-15%	-2%	23%	2%	-2%	-4%	0%
CCC1CCCCN1CCCNC(=O)CSc1nc2nc(C)c(Cc3ccccc3Cl)c(C)n2n1 (stereo not given)	-1%	-7%	0%	-1%	-2%	-6%	-1%	-22%	-24%	-5%
O=C(CCC(=O)Nc1ccc(Cl)cc1Cl)NNC(=O)Nc1ccccc1	-6%	-2%	0%	0%	-3%	-3%	4%	1%	-20%	-8%
CN1C2CCC1CC(NS(=O)(=O)c1ccc(C#N)cc1)C2 (stereo not given)	-1%	2%	3%	-25%	2%	3%	2%	2%	-6%	26%
CN(C)CCNC(=O)c1cccc(NS(=O)(=O)c2ccc(Cl)c(Cl)c2)c1	1%	-6%	-9%	-2%	-2%	-2%	16%	-4%	0%	-5%

An excerpt from above, limited to uPA generation, NPC1 promoter act and FLuc counter:
| Molecule | uPA generation | NPC1 promoter act | FLuc counter |
| --- | --- | --- | --- |
| COC(=O)c1sccc1NC(=O)Nc1ccc(F)cc1 | 8% | 1% | 8.5µM* |
| CCSc1nnc(NC(=O)C2CC2c2ccccc2)s1 (stereo not given) | -1% | 4% | 1% |

High-throughput results as filed in PubChem.
